MITF inh – human MITF inhibition, primary screen | inhibition, % at 2.6 µM | 0.91% of 650,000 active | AID 1259374 | AlphaScreen MITF homodimerization, bead proximity signal | O75030; in the data active = inhibition above about 50%;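 note: 0% = vehicle wells with protein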
GPR151 ag – human GPR151 activation; Q8TDV0; PathHunter beta-arrestin GPR151 cells, luminescence; activation, % at 11.2 µM; 1% of 650,000 active; AID 1508602; in the data active = activation above about 4.9%;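 note: 0% = median of compound wells and 100% = cells with positive control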
FBW7 activator – human FBW7 E3 ligase activation, primary screen; AID 1259310; AlphaScreen FBW7–phospho-cyclin E peptide binding, activator screen; Q969H0; normalized activity (activation), % at 26.1 µM; 0.13% of 650,000 active; in the data active = normalized activity above about 1.9%;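 note: purified mutant Fbw7 with reduced substrate affinity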
Target sequence (Q969H0 whole entry, looked up): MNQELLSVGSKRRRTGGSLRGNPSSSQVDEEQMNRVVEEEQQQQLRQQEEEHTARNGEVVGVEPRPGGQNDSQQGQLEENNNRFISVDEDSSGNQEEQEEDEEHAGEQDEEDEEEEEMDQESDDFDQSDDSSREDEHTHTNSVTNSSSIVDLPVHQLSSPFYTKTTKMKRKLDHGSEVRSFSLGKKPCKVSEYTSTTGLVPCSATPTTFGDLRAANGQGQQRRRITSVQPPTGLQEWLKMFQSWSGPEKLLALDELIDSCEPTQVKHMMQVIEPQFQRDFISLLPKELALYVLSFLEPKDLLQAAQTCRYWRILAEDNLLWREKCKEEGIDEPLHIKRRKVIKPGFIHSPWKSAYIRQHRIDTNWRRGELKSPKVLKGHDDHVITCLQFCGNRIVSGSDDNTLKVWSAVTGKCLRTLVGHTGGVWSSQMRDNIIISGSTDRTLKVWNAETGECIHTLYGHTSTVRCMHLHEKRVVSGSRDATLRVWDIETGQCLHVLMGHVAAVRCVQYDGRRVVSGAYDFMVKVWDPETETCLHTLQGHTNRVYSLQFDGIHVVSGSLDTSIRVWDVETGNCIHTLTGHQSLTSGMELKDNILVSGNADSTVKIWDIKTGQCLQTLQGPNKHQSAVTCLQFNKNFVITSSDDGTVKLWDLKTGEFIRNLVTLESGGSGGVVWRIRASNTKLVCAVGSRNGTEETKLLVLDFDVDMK
TEAD-YAP inh – TEAD-YAP interaction inhibition. HEK-TIYL cells, TEAD-Gal4/YAP UAS-luciferase luminescence. inhibition, % at 9.12 µM. 1.4% of 640,000 active; in the data active = inhibition above about 32%;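 note: 0% = median of test compound wells and 100% = reference inhibitor wells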
* hit, by the source's call; / = not tested or not shown.

Structure	TEAD-YAP inh	MITF inh	GPR151 ag	FBW7 activator
CC12CC3(C)CC(C)(C1)CC(C(=O)NC(C)(C)C)(C2)C3	12	9	1.3	0.0
NC(=O)C1CCN(C(=O)Cc2cc(=O)[nH]c(=O)[nH]2)CC1	-9	-2	1.7	0.0
Cc1cc([N+](=O)[O-])nn1CC(=O)NCCCn1ccnc1	-4	-5	-0.7	0.5
O=C(NS(=O)(=O)c1ccccc1)c1ccccc1O	2	-11	5.6*	-0.1
Cc1ccc(C2=N/C(=C/c3ccccc3Cl)C(=O)O2)cc1[N+](=O)[O-]	-4	-2	2.1	-0.1
COc1cccc(NC(=O)c2cc([N+](=O)[O-])ccc2NCc2cccnc2)c1	10	10	2.9	-0.1
Cc1ccc(-n2c(SCc3cc(=O)n4ccccc4n3)nc3n[nH]c(C)c3c2=N)cc1Cl	-9	-8	0.7	0.0
O=C1CC(C(=O)N2CCN(c3ccccc3)CC2)CN1Cc1ccco1 (centres undefined)	-1	1	-1.0	-0.1
COc1ccc(Br)cc1/C=N/NC(=O)c1ccc(N(C)C)cc1	-6	0	-0.5	-0.2
Cc1cccc2c(=O)oc(-c3ccc(F)cc3)nc12	12	4	0.4	0.1
COc1ccccc1C(=O)NNC(=O)c1ccccc1F	-47	6	-4.2	0.4
CCN1C(=O)c2cccc3c(NC(=O)c4cccc([N+](=O)[O-])c4)ccc1c23	-6	15	-1.4	-0.2

Sorted by molecular weight (descending): 4 of the compounds above.
Structure	TEAD-YAP inh	MITF inh	GPR151 ag	FBW7 activator
COc1ccc(Br)cc1/C=N/NC(=O)c1ccc(N(C)C)cc1	-6	0	-0.5	-0.2
Cc1ccc(C2=N/C(=C/c3ccccc3Cl)C(=O)O2)cc1[N+](=O)[O-]	-4	-2	2.1	-0.1
Cc1cc([N+](=O)[O-])nn1CC(=O)NCCCn1ccnc1	-4	-5	-0.7	0.5
O=C(NS(=O)(=O)c1ccccc1)c1ccccc1O	2	-11	5.6*	-0.1

Going on with the list.
Structure	TEAD-YAP inh	MITF inh	GPR151 ag	FBW7 activator
CSc1ncccc1C(=O)OCC(=O)N(CC(C)C)C1CCS(=O)(=O)C1 (centres undefined)	-4	16	-4.3	0.2
COc1ccc(N2C(=O)CN(C(=O)c3ccc(C)c(N4CCNC4=O)c3)CC2(C)C)cc1	-7	-12	1.0	0.1
CCOC(=O)N1CCC(NC(=O)c2cc(S(=O)(=O)N(CC)CC)ccc2F)CC1	-3	5	-0.6	0.1
CSc1ccc(/C=C/C(=O)NC2CC(C)(C)NC(C)(C)C2)cc1	6	-8	1.6	0.0
COCC1CCCN(c2nc(CN3CCN(c4ccc(C)cc4)CC3)nc3ccccc23)C1 (centres undefined)	-4	2	-1.2	-0.1
CCOc1ccc(NC(=O)C(=O)N/N=C/c2cc(Br)ccc2OC)cc1	8	6	-0.6	1.3
CCC[C@@H]1NC(=O)[C@H]2CN(Cc3cnn(-c4cccc(F)c4)c3)CCN2C1=O	-5	12	-0.8	0.2
Cc1nc(NCc2cnn(C)c2)sc1-c1ccn(-c2ccccc2)n1	-5	6	-0.6	-0.2
CC(=O)Nc1nnc(SCC(=O)NC2CCCCC2)s1	-4	-8	0.0	-0.1
COc1ccc(/C=C(/NC(=O)/C=C/c2ccccc2)C(=O)NCC(=O)O)cc1	5	-2	1.3	-0.1
C/C(=N\Nc1nnc(C(C)(C)C)c(=O)[nH]1)c1ccc(C)cc1	3	7	3.0	-0.2
O=C(c1cc(N2CCOCC2)nc2ccccc12)N1CCN(c2cccc(Cl)c2)CC1	-5	-10	-0.6	0.3
CC(=O)Nc1cc2c(C)cc(=O)oc2c2c(Nc3ccccc3)coc12	6	13	-0.6	0.1
CCOC(=O)C1=C(C)N=c2s/c(=C/c3ccc(-c4ccccc4[N+](=O)[O-])o3)c(=O)n2C1c1ccc(OC)cc1 (centres undefined)	-4	-5	-1.5	-0.7
COc1ccc(CC(=O)c2ccc(O)c(CN3CCCCC3C)c2O)cc1 (centres undefined)	-2	2	-1.4	0.0
Cn1c2ccccc2c2cnn(CC(=O)O)c(=O)c21	5	11	0.0	0.1
O=C1CC(c2nc3ccccc3n2CC(O)COc2ccccc2Cl)CN1c1ccc(F)cc1 (centres undefined)	4	15	-0.6	-0.1
CCC(C)Nc1nc(SCC(=O)OC)nc(N(C)C)n1 (centres undefined)	-4	-4	3.5	0.0
COc1cc(-c2ccc(SC)cc2)cc2c1OCCN(C(=O)c1cccnc1)C2	15	-4	-0.4	0.0
CS(=O)(=O)c1nsc2nc(=O)c(C=C3C=C(Cl)C(=O)C(Cl)=C3)c(N)n12	8	18	-0.9	-0.4
CCCOc1ccc(C(=O)Nc2ccc(NC(=O)c3ccc(Cl)cc3Cl)cc2)cc1	7	-3	-1.0	-0.2
CC(=O)c1cccc(NC2=C(Cl)C(=O)OC2OC(=O)c2ccccc2)c1 (centres undefined)	2	13	0.2	-0.1
COc1cc(SC)ccc1C(=O)OCC(=O)c1ccc2c(c1)OCCO2	0	1	0.0	-0.1
Cc1[nH]nc2c1C1(C(=O)N(C)c3ccc(Br)cc31)C(C#N)=C(N)O2 (centres undefined)	18	10	-0.3	0.0

Pulled by structure from above:
Structure	TEAD-YAP inh	MITF inh	GPR151 ag	FBW7 activator
COc1cc(-c2ccc(SC)cc2)cc2c1OCCN(C(=O)c1cccnc1)C2	15	-4	-0.4	0.0
Cc1[nH]nc2c1C1(C(=O)N(C)c3ccc(Br)cc31)C(C#N)=C(N)O2 (centres undefined)	18	10	-0.3	0.0
CS(=O)(=O)c1nsc2nc(=O)c(C=C3C=C(Cl)C(=O)C(Cl)=C3)c(N)n12	8	18	-0.9	-0.4
COc1cc(SC)ccc1C(=O)OCC(=O)c1ccc2c(c1)OCCO2	0	1	0.0	-0.1

The list goes on.
Structure	TEAD-YAP inh	MITF inh	GPR151 ag	FBW7 activator
O=C1c2cccc([N+](=O)[O-])c2C(=O)N1CN1CCOCC1	-3	5	-1.5	0.1
NC(=O)c1c(NC(=O)Cc2c[nH]c3ccccc23)sc2c1CCCC2	-12	-1	1.7	-0.1
Cc1cnc(NC(=O)c2sc3nc4c(C)cccc4cc3c2N)s1	-23	-6	-0.9	0.0
CCC(=O)OC1(C)C(=O)C=C2C=C(c3ccc(C#N)cc3)OC=C2C1=O (centres undefined)	/	-18	5.0*	0.1
CC1(C)CC(=O)C2=C(C1)N(CC1CCCO1)C(=O)C2(NC(=O)c1ccco1)C(F)(F)F (centres undefined)	6	-2	-0.5	0.1
CC(C)C(NC(=O)C1CCCCC1)C(=O)Nc1ccncc1 (centres undefined)	6	-2	5.6*	0.1
O=C(N/N=C/c1ccc([N+](=O)[O-])o1)c1ccccc1NS(=O)(=O)c1cccs1	6	5	1.0	0.2
CC(NC(=O)CSc1nc2ccccc2c(=O)n1CCCO)c1ccccc1 (centres undefined)	6	9	6.5*	0.3
C=CCOc1ccc(C2C(C#N)=C(N)OC3=C2C(=O)CC(C)(C)C3)cc1OCC (centres undefined)	10	8	-0.5	0.2
CCOc1ccc(-c2ccc(NC(=O)c3cccc(OC)c3OC)cc2)nn1	-4	-13	0.0	0.2
O=C(NC(c1ccc(F)cc1)c1ccccn1)C1CCN(C(=O)CCc2ccccc2)CC1 (centres undefined)	9	-4	1.1	-0.1
S=C(c1cccc(Oc2ccccc2)c1)N1CCOCC1	4	-2	1.6	-0.1
COc1ccc(-c2noc(-c3ccccc3C(=O)Nc3ccc(NC(C)=O)cc3)n2)cc1	2	8	2.3	0.7
CC(=O)NC(N1CCCC1=O)(C(F)(F)F)C(F)(F)F	-8	4	0.5	0.2
NNc1nnc(-c2ccccc2)c(-c2ccccc2)n1	-3	13	-0.4	0.2
O=C(O)/C=C/C(=O)Nc1cc(Cl)ccc1C(=O)O	3	4	-0.6	-0.7
COc1ccc(CCNC(=O)Cc2cccs2)cc1	-1	9	3.1	0.1
O=C1N/C(=C\c2ccc(F)cc2)C(=O)N1Cc1ccc(Cl)cc1	15	-1	0.0	0.1
CCCS(=O)(=O)N1CCN(Cc2cc(OC)c(OC)c(OC)c2)CC1	-1	44	2.9	-0.2
CCCOc1ccc(NC(=O)C2CC(=O)N(CC)C(=Nc3ccc4c(c3)OCO4)S2)cc1 (centres undefined)	-3	8	0.6	0.2
O=C(Nc1ccc(Cl)cc1)C(=O)C1C(=O)Nc2ccccc21 (centres undefined)	-5	8	0.4	0.1
CC1(C(=O)NCc2cccnc2)CC1(Cl)Cl (centres undefined)	8	20	-1.4	1.0
CCOC(=O)NN=C1CN(S(=O)(=O)c2ccc(C)cc2)C1	0	19	0.1	0.5
N#Cc1ccc(S(=O)(=O)Nc2cc(Cl)cc(Cl)c2)cc1	9	1	-1.5	-0.2
Cc1cc(F)ccc1NS(=O)(=O)c1cc(Br)cnc1N	4	-11	-0.8	0.4
COCCNC(=O)/C(C#N)=C1\C=C(c2ccc(OC)cc2)Oc2ccc(C)cc21	-8	2	-1.7	0.1
N=c1n(Cc2ccc(Cl)cc2)c2ccccc2n1CC(O)COc1ccccc1 (centres undefined)	4	-6	1.4	0.0
CCCCOc1ccc(C(=O)Nc2ccc(OCC(=O)N3CCOCC3)cc2)cc1	-20	-4	0.2	0.0
CCC[C@@H]1NC(=O)[C@@H]2C[C@H](NC(=O)Nc3cc(C)cc(C)c3)CN2C1=O	1	7	-0.3	0.1
Nc1c(C(=O)NC2CCCC2)nnn1-c1ccc(F)cc1	-60	3	-1.0	0.1
COc1ccc(Cl)cc1C(=O)C1CCCN(Cc2ccc(N3CCNC3=O)cc2)C1 (centres undefined)	11	9	0.0	-0.1
COc1ccc(CC(=O)NC(=S)Nc2ccc([N+](=O)[O-])cc2)cc1	11	5	-0.2	1.1
Cc1cc(NCCN(C(C)C)C(C)C)nc(-c2ccc(C(=O)NC3CC3)cc2)n1	5	1	1.1	-0.1
Cc1cc(C(=O)NCc2ccccc2Cl)c2ccccc2n1	24	7	0.8	-0.1
Cc1ccc(-n2[nH]c(C)c(C=NCCN=Cc3c(C)[nH]n(-c4ccc(C)c(C)c4)c3=O)c2=O)cc1C	3	-8	0.9	0.1
N#Cc1nc(N2CCCCC2)nc(N2CCCCC2)n1	1	-2	-1.1	-0.2
CC(=O)NC(CC(=O)NNC(=O)c1ccc(F)cc1)c1ccccc1 (centres undefined)	10	5	2.3	-0.3
Cc1ccc(SCCC(=O)Nc2sc3c(c2C(N)=O)CCCC3)cc1	2	1	1.7	0.0
COc1ccc(C2CC(c3ccccc3O)=NN2C(C)=O)cc1 (centres undefined)	-8	9	1.3	-0.2
N#CC1=C(N)Oc2cc(O)ccc2C1c1cccnc1 (centres undefined)	-3	1	0.0	-0.3
CCc1ccccc1NC(=O)c1cc(C2CC2)on1	14	8	-1.2	0.4
CSCCC(C(=O)OCC(=O)Nc1ccccc1F)N1C(=O)c2ccccc2C1=O (centres undefined)	-3	1	1.7	-0.1
N=C1C(c2nc3ccccc3[nH]2)=C(O)CN1c1ccc(S(=O)(=O)O)cc1	17	6	-0.5	0.7
COc1ccc(C(=O)NNC(=O)CCCC(=O)O)cc1	4	4	0.4	0.3

Screening data as filed in PubChem BioAssay.
